N370S GC = inhibits or activates N370S mutant glucocerebrosidase; P04062; N370S GC spleen homogenate, 4MU-glucoside fluorescence; Potency, µM (doses to about 59.4 µM), for inactives: at the highest dose activity change, negative = inhibition, most hits filed as inhibitors; actives 0.092% (n = 330,000); AID 2101;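 note: 0% = full enzyme activity and -100% = no enzyme basal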
TDP1 inh = inhibitors of human tyrosyl-DNA phosphodiesterase TDP1; Q9NUW8; recombinant TDP1, AlphaScreen DNA substrate cleavage; Potency, µM (highest dose often 130 µM), for the others: top-dose activity change, negative = inhibition, hits mostly inhibitors; actives 0.28% (n = 350,000); AID 485290; note: nearly all actives have a fitted effect of over 40% in size
Target sequence (Q9NUW8 whole entry, looked up): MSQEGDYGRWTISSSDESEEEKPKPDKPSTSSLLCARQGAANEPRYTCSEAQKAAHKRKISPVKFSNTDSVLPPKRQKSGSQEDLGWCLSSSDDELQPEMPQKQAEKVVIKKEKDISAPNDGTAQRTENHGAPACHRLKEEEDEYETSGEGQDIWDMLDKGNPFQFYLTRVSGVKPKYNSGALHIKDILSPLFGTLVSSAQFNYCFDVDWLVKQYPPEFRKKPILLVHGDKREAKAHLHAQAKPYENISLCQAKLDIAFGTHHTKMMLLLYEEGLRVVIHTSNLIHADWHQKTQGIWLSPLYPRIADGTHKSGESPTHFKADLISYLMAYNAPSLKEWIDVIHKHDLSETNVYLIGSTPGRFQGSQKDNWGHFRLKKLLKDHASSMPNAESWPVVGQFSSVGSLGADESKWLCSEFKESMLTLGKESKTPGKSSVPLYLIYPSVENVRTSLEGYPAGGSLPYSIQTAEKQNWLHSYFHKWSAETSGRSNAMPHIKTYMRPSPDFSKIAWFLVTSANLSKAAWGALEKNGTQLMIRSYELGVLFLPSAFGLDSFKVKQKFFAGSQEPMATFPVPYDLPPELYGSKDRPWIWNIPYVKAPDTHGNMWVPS
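Recombinant E. coli-expressed Tdp1 (1 nM) preincubated with compound 15 min at RT, then 5'-biotin/3'-phosphotyrosine-FITC DNA substrate (15 nM) added for 5 min. AlphaScreen beads (10 ug/ml) added, 10 min RT; tyrosine-FITC cleavage read as signal loss.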
DT40 TDP1 no CPT = qHTS for Inhibitors of human tyrosyl-DNA phosphodiesterase 1 (TDP1): qHTS in cells in absence of CPT | DT40 Tdp1-/- hTDP1 cells, no CPT, ATP luminescence, 48 h | Potency, µM (series often up to 46.2 µM), without a hit: at the highest dose activity change, negative = growth inhibition, usual class: inhibitors | actives 15% (n = 420,000); note: nearly all actives have a fitted effect of over 55% in size
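Seeded 400 DT40-hTDP1 cells/well (vehicle DMSO, no 20 nM CPT); pinned compounds; ≥48 hr at 37 °C; CellTiter-Glo luminescence as viability measure.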
The depositor's hits bear a star; ? = inconclusive; . = no result given; & = joins results of further samples; [ ] = another dose, or the depositor's remark. Calls come from the whole dose curve; as a rule, active = well fitted curve in the direction sought with a large enough effect; inconclusive = small, poorly fitted or top-dose-only effect, or another doubt; inactive = no such curve, though single readings can be large; an effect the other way counts as inactive or inconclusive. Unless noted, % is set by controls: 0 for no effect and ±100 for the full control effect; potency is the fitted concentration of half-maximal effect. This is a subset; the hit share may differ from the screen's.

Value order – N370S GC	TDP1 inh	DT40 TDP1 no CPT
- Cc1ccc(NC(=O)c2cnc(SCC(=O)Nc3cc(C)on3)n(C)c2=O)cc1
 : .	2.6%	-4.6%
- COC(=O)c1ccc(S(=O)(=O)N2CCN(CCO)CC2)n1C
 : 1.2%	5.2%	-14.9%
- Cc1cc(NC(=O)Cn2cnc3c(nnn3-c3ccc(C)c(Cl)c3)c2=O)no1
 : -9.5%	-1.8%	-15.8%
- COc1cccc([C@@H]2Oc3ccc(OC)cc3C(=O)[C@H]2O)c1
 : -1.3%	8.1%	11.6µM*
- O=C(O)COc1c(-c2ccccc2)oc2ccccc2c1=O
 : 0.1%	6.8%	-5.8%
- CN(C)C(CNC(=O)c1ccc2nccnc2c1)c1ccco1 (stereo not given)
 : .	-6.1%	-27.5%
- O=c1c(Cc2ccccc2)c(O)ccn1CCc1cnc[nH]1
 : -9.9%	3.5%	-14.7%
- Cc1cc(Cl)c(OCCOCCN2CCCCC2)c(Br)c1
 : 8.5%	4.5%	?
- COc1ccc(/C=C/C(=O)OCC(=O)c2c(N)n(C)c(=O)n(C)c2=O)c(OC)c1
 : -3.3%	1.2%	-41.6%
- CC(C)S(=O)(=O)N1CCN(c2ccnc3cc(Cl)ccc23)CC1
 : -12.7%	-7.6%	?
- CCc1ccc(C=NC23CN4CN(CN(C4)C2)C3)s1
 : 20.3%	-1.1%	-11.1%
- O=C(NCCc1ccccc1)C1CCCN1C(=O)Nc1ccc(Cl)cc1 (stereo not given)
 : -10.3%	0.7%	?
- CCOC(=O)C1CCCN(C(=S)Nc2ccc(S(=O)(=O)N3CCOCC3)cc2)C1 (stereo not given)
 : .	0.5%	16.4µM*
- CCCCCCCC(=O)OC(CN1CCCCCC1)CN1CCCC1=O (stereo not given)
 : -8.8%	.	-24.6%
- CC(=O)Oc1ccc(C(=O)Nc2ccc(S(=O)(=O)NCC3CCCO3)cc2)cc1 (stereo not given)
 : -4.8%	5.3%	?
- Cc1ccc(C(=O)NC(=C(Cl)Cl)S(=O)(=O)c2ccc(Cl)cc2)cc1
 : 11.3%	7.2%	18.4µM*
- CN(C)S(=O)(=O)c1ccc(Cl)c(NC(=O)CSc2nc3c(cc2C#N)C(=O)CC(C)(C)C3)c1
 : 3.0%	0.0%	?
- O=C(c1cccs1)c1ccc(-c2cccs2)s1
 : -0.3%	-8.4%	-11.1%
- CCOc1ccccc1NC(=O)Nc1ccc2nc(N3CCN(C)CC3)cc(C)c2c1
 : .	5.3%	23.1µM*
- O=C(Nc1nc2nc(-c3ccccc3)cc(=O)n2[nH]1)c1ccc(F)cc1
 : 8.5%	.	-14.1%
- Cc1cc(C)cc(NC(=O)CSc2nnc(Cn3c(=O)sc4ccccc43)n2C)c1
 : -4.8%	0.0%	-1.4%
- Cc1nc(CNS(=O)(=O)c2cc([N+](=O)[O-])ccc2C)cs1
 : -4.0%	1.4%	13.9%
- CCc1ccc2[nH]c(=O)c(CN(Cc3ccccc3OC)Cc3nnnn3Cc3ccco3)cc2c1
 : 12.0%	5.7%	?
- O=C(CN1C2=NCCN2c2ccccc21)c1cccs1
 : -9.4%	0.0%	-19.9%
- NC(=O)c1ccc[n+]([C@@H]2OC(COP(=O)([O-])OP(=O)(O)OCC3OC(n4cnc5c(N)ncnc54)C(OP(=O)(O)O)C3O)C(O)C2O)c1 (stereo not given in full)
 : -4.5%	.	?
- CS(=O)(=O)N1CCc2cc(C(=O)Nc3ccccc3Cl)ccc21
 : 1.4%	.	-18.5%
- CCn1nc(C(=O)OCc2c(C)noc2C)c2ccccc2c1=O
 : 3.3%	3.2%	-2.9%
- O=c1oc2ccccc2cc1-c1csc(Nc2nc3c(F)cccc3s2)n1
 : -0.5%	0.6%	16.4µM*
- O=C(O)CSc1nc2sc3c(c2c(=O)n1Cc1ccccc1)CCCCC3
 : -0.5%	.	?
- Cc1ccccc1CNC(=O)CCCC(=O)n1nc(C)c2ccccc21
 : -5.2%	0.4%	19.0%
- Cc1ccc(NC(=O)c2ccc3c(c2)nnn3C)cc1
 : 3.5%	0.0%	7.4%
- Nc1nc(SCc2nc3sc4c(c3c(=O)[nH]2)CCCC4)n[nH]1
 : 5.2%	8.5%	?
- O=C(CCNC(=O)c1ccco1)Nc1ccc(Cl)c(C(F)(F)F)c1
 : -17.3%	-4.5%	-2.7%
- CCOc1ccccc1C(=O)NCc1ccc2c(c1)CCN2C(=O)c1ccc(F)cc1
 : .	3.4%	?
- Cc1ccc(CSc2ccc3nnc(-c4ccccn4)n3n2)cc1
 : 27.6%	4.7%	16.4µM*
- COC(=O)c1cc(=O)nc2sc(-c3cccs3)nn12
 : 0.6%	2.2%	-21.7%
- COc1ccc(CCNC(=O)c2ccccc2OCc2c(C)noc2C)cc1
 : .	1.7%	?
- Cn1nnnc1SCC(=O)Nc1ccc(C(=O)N2CCN(Cc3ccccc3F)CC2)cc1
 : .	-0.4%[56.1 µM]	4.9%
- O=C(COC(=O)COc1ccc(Cl)cc1)NC1CCS(=O)(=O)C1 (stereo not given)
 : .	-3.1%[56.1 µM]	0.2%
- CC(C)(Cc1ccccc1)/[N+]([O-])=C\c1ccccc1
 : 7.2%	2.9%	?
- COc1ccc(C(=O)Nc2ccc3oc(-c4ccc(OC)cc4)nc3c2)cc1
 : .	0.5%	-19.6%
- Cc1ccc(CSc2oc(-c3ccco3)nc2S(=O)(=O)c2ccc(C)cc2)cc1
 : .	-2.9%	?
- Cn1cc([N+](=O)[O-])c(C(=O)N/N=C/c2cc3c(cc2Br)OCO3)n1
 : -14.8%	5.1%	22.6%
- COc1ccc(-c2ccc(SCC(=O)N3CCOCC3)nn2)cc1
 : 14.8%	4.2%	0.0%
- Fc1ccc(NCc2nnc3n2CCCCC3)cc1
 : 1.4%	0.5%	3.3%
- O=C(Nc1ccccc1)c1ccccc1NC(=O)C(F)(F)F
 : 10.9%	-2.0%	?
- C[C@@]12C(=O)Nc3ccc(F)cc3C(=O)N1[C@H]1c3cc(Cl)ccc3OC[C@@H]1[C@@H]2c1ccccc1
 : .	0.4%	?
- COC(=O)c1ccc(/C=C2\SC(=S)N(CCCC(=O)NCCCN3CCOCC3)C2=O)cc1
 : -17.3%	.	23.1µM*
- CC1CN(C(=O)COc2coc(CN3CCc4ccccc4C3)cc2=O)CC(C)O1 (stereo not given)
 : 0.0%	1.0%	5.3%
- Cc1cc(C)n(-c2cc(N3CCN(C(=O)c4ccc(C(C)(C)C)cc4)CC3)ccc2[N+](=O)[O-])n1
 : -5.7%	5.9%	?
- CC(=O)NC1C(=O)N(CCN2CCOCC2)c2ccc(F)cc21 (stereo not given)
 : -6.1%	.	-11.2%
- Cc1ccc(/C=N/NC(=O)c2ccoc2C)o1
 : -1.4%	2.7%	-15.2%
- CCn1c(COc2ccccc2C)nnc1SCc1nc2ccccc2c(=O)[nH]1
 : -2.2%	0.0%	.
- COc1ccccc1C1CCN(c2ccc([N+](=O)[O-])cn2)CC1
 : 15.9%	1.2%	?
- Cc1ccc(CS(=O)(=O)CC(C)(O)c2ccccc2)cc1 (stereo not given)
 : -12.2%	.	12.7%
- CCn1cc(S(=O)(=O)c2cc(C)cc(C)c2)c(=O)c2cc(F)c(N3CCC(C)CC3)cc21
 : .	3.7%	?
- CC(Oc1ccccc1)C(=O)OCC(=O)N1CC(=O)Nc2ccccc21 (stereo not given)
 : 1.0%	4.8%	-1.3%
- CCOc1ccc(CN2CCN(Cc3cccn3-c3cccnc3)CC2CCO)cc1 (stereo not given)
 : 3.1%	6.0%	?
- CC(C)(C)OC(=O)NCCCC[C@H](NC(=O)c1[nH]cnc1C(=O)Nc1ccc(Cl)cc1)C(=O)OC(C)(C)C
 : ?	8.8%	16.4µM*
- O=C1C(Cl)=C(N2CCCCC2)C(=O)N1c1ccccc1
 : 5.8%	-11.3%	-10.8%

(more compounds)
canonical_smiles,N370S GC,TDP1 inh,DT40 TDP1 no CPT
Cc1cc(C)c(NC(=O)CN(C)CC(=O)N(C)CC(=O)Nc2c(Cl)cccc2Cl)c(C)c1,.,-0.1%[56.1 µM],-7.9%
COc1cccc(-c2nn(C)c3sc(C(=O)NCc4ccccn4)cc23)c1,20.7%,3.3%,-29.9%
Cc1ccsc1/C=C1/SC(=O)N(CC(=O)N2CCOCC2)C1=O,-26.8%,2.0%,-25.2%
Cc1ccc(NC(=O)/C(=C\c2ccc3c(c2)OCO3)NC(=O)c2ccco2)cc1,6.5%,-1.0%,-1.0%
COc1ccc(C2C(C(=O)N3CCOCC3)CCC(=O)N2c2cc(OC)c(OC)c(OC)c2)cc1 (stereo not given),-0.1%,-1.7%,-1.6%
COc1ccc2cc(CN(CCc3ccccc3)Cc3nnnn3Cc3ccco3)c(=O)[nH]c2c1,1.4%,10.5%,16.4µM*
Cc1ccc(C)c(/C=N/n2cc(-c3ccccc3)[nH]c2=S)c1,-2.6%,2.5%,?
CCCCOC(=O)c1ccc(OC(=O)N2CCOCC2)cc1,-6.2%,-0.1%,?
CCN(Cc1ccccc1)C(=O)Cn1c(=O)n(-c2ccc(OC)cc2OC)c(=O)c2c(C)c(C)sc21,10.5%,3.7%&4.5%,?
CCOC(=O)c1cc(C)nn1-c1nc(Cl)cc(OC)n1,11.6%,2.6%,-23.9%
CC(C)(C)NC(=O)Cn1c(=O)c(=O)n(Cc2ccccc2)c2ccc(Cl)cc21,-2.6%,2.8%,-8.4%
Cc1ccsc1C(=O)NNC(=O)Nc1ccc(Cl)c(Cl)c1,-3.8%,6.8%,-24.2%
Cc1cc(NC(=O)Cn2cc(C(F)(F)F)cc(Cl)c2=O)no1,2.0%,3.0%,8.3%
O=C(COc1ccc(S(=O)(=O)N2CCCCC2)cc1)NCc1ccccn1,-11.5%,0.0%,-9.8%
CC1CN(C(=O)CCC(=O)NCc2ccccc2)c2cc(Cl)ccc2O1 (stereo not given),?,11.4%,?
COC(=O)c1ccc(OC(=O)c2ccc(OCc3c(C)noc3C)c(OC)c2)cc1,1.4%,0.0%,.
Cc1ccc(C)c(C(=O)CN2C(=O)NC3(CCC(C)CC3)C2=O)c1 (stereo not given),-18.2%,1.4%,-25.4%
Cc1ccc(C(=O)NNC(=O)CCn2nnc3ccccc32)cc1,3.7%,1.2%,4.8%
CC1(C)CC(=O)C(C=Nc2cccnc2/N=C/C2=C(O)CC(C)(C)CC2=O)=C(O)C1,3.1%,10.4%,?
COc1ccc(-c2cn3c(n2)sc2cc(C(=O)NC4CCCCC4)ccc23)cc1,.,5.2%,-23.8%
Cc1ccc(S(=O)(=O)N(C)c2ccc(OCC(=O)OCC(=O)N(CC#N)c3ccccc3)cc2)cc1,-0.2%,-1.2%[0.505 µM],-5.1%

Already shown: 12 of the compounds above.
canonical_smiles,N370S GC,TDP1 inh,DT40 TDP1 no CPT
Cc1ccc(C)c(/C=N/n2cc(-c3ccccc3)[nH]c2=S)c1,-2.6%,2.5%,?
CCCCOC(=O)c1ccc(OC(=O)N2CCOCC2)cc1,-6.2%,-0.1%,?
CCN(Cc1ccccc1)C(=O)Cn1c(=O)n(-c2ccc(OC)cc2OC)c(=O)c2c(C)c(C)sc21,10.5%,3.7%&4.5%,?
CCOC(=O)c1cc(C)nn1-c1nc(Cl)cc(OC)n1,11.6%,2.6%,-23.9%
CC(C)(C)NC(=O)Cn1c(=O)c(=O)n(Cc2ccccc2)c2ccc(Cl)cc21,-2.6%,2.8%,-8.4%
Cc1ccsc1C(=O)NNC(=O)Nc1ccc(Cl)c(Cl)c1,-3.8%,6.8%,-24.2%
Cc1cc(NC(=O)Cn2cc(C(F)(F)F)cc(Cl)c2=O)no1,2.0%,3.0%,8.3%
O=C(COc1ccc(S(=O)(=O)N2CCCCC2)cc1)NCc1ccccn1,-11.5%,0.0%,-9.8%
CC1CN(C(=O)CCC(=O)NCc2ccccc2)c2cc(Cl)ccc2O1 (stereo not given),?,11.4%,?
COC(=O)c1ccc(OC(=O)c2ccc(OCc3c(C)noc3C)c(OC)c2)cc1,1.4%,0.0%,.
Cc1ccc(C)c(C(=O)CN2C(=O)NC3(CCC(C)CC3)C2=O)c1 (stereo not given),-18.2%,1.4%,-25.4%
Cc1ccc(C(=O)NNC(=O)CCn2nnc3ccccc32)cc1,3.7%,1.2%,4.8%

Assay outcomes deposited in PubChem by National Center for Advancing Translational Sciences (NCATS).
